Screening data from PubChem BioAssay.
RAM network inh: inhibitors of the yeast RAM network, primary screen, dse1pr::URA3 reporter, 5-FOA selection | S. cerevisiae dse1pr::URA3 reporter, 5-FOA growth OD615, 2 d; analog-sensitive cbk1-as2 kinase mutant strain | inhibition, % at 50 µM | actives 1.8% (n = 190,000);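 active = inhibition above a set limit, 3 SD over mean compound inhibition, cut at about 8.4% in these data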;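 also: 0% = DMSO-only wells with no growth and 100% = 10 µM 1-NA-PP1 full growth; inhibition rescues growth on 5-FOA so higher OD means more RAM inhibition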
S1P3 antagonist: S1P3 receptor antagonists, primary screen, cell-based. AID 485, 2006. actives 0.27% (n = 170,000). CHO S1P3 NFAT-BLA reporter, FRET fluorescence, antagonist mode. inhibition, % at 4.98 µM;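 active = inhibition above the plate cutoff, the mean inhibition of test wells on that plate plus 3 SD, cut at about 28% in these data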;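 also: cells challenged with S1P at its EC80 of 0.8 µM; blue over green emission ratio from cleaved BLA substrate after 4 h stimulation; 0% = S1P-stimulated wells and 100% = unstimulated DMSO-only wells; some compounds past the cut are filed as inactive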
Target sequence (Q99500 whole entry, looked up): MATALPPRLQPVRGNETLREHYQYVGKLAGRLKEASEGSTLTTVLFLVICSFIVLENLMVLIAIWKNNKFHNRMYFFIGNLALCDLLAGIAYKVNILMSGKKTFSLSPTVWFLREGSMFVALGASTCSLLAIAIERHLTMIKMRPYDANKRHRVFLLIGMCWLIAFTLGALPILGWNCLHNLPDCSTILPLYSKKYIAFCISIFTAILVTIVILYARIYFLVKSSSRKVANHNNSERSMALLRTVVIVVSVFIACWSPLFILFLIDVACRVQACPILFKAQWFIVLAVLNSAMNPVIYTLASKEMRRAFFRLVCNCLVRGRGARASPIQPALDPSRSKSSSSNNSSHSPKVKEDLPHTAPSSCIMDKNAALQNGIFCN
TNAP inh hi DEA: human TNAP enzyme inhibitors, primary screen, biochemical, luminescent, high phosphate acceptor level, uHTS; inhibition, % at 20 µM; purified TNAP, CDP-star luminescence, 1 M DEA; actives 0.03% (n = 200,000); Alkaline phosphatase, tissue-nonspecific isozyme (Homo sapiens), P05186;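 active = over 50% inhibition of tissue-nonspecific alkaline phosphatase at 20 µM in the single-dose screen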;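 also: plate controls were DMSO wells for no effect and EDTA-quenched wells as full inhibition for full effect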
PMI act: activators of human PMI, primary screen, biochemical, fluorescence intensity, near-Km mannose 6-phosphate; Mannose-6-phosphate isomerase (Homo sapiens), P34949; purified human PMI, coupled resazurin fluorescence, 20 min; stronger effect = higher value; 1 = vehicle control, 0 substrate-free wells; activation factor at 20 µM; actives 0.005% (n = 190,000); AID 1214, 2008;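 active = activation factor of 2 or more at 20 µM, relative to plate controls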
Target sequence (P34949 whole entry, looked up): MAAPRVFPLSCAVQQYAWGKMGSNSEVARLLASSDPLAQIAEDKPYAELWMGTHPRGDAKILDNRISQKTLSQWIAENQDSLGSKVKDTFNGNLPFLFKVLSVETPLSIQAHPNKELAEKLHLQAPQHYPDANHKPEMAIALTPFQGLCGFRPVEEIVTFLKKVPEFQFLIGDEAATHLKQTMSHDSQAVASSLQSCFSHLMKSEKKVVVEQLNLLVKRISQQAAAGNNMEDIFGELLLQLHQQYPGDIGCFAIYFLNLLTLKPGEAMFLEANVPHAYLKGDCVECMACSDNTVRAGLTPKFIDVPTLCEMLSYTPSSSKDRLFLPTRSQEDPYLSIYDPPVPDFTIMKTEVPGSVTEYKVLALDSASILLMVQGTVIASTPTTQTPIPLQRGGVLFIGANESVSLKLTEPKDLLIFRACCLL
DTT redox prof: compounds producing H2O2 with reducing agent – biochemical, NIH compound library profiling, artefact control for MLSCN library redox annotation, primary screen. AID 878, 2007. DTT-dependent redox cycling H2O2, phenol red/HRP absorbance; 100% = 100 µM peroxide control, 0% = buffer. actives 0.03% (n = 200,000). activation, % at 10 µM;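 active = activation of at least 50% relative to the plate's high and low controls in the primary single-dose screen; inactive = activation below 50%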;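 also: compound incubated with DTT at 0.8 mM final as the reducing agent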
Hsp70 act: Hsp70 transcriptional activators, primary screen, cell-based, HeLa, Hsp70 promoter luciferase, luminescence, 10 µM | activation, % at 10 µM | AID 1203, 2008 | HeLa Hsp70 promoter luciferase reporter; scaled: vehicle 0, proteasome-inhibitor control 100% | actives 0.04% (n = 200,000);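 active = activation above the mean across all tested compounds plus 3 SD, cutoff set per campaign, cut at about 5.5% in these data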;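 also: 100% = MG132 at 30 µM as the positive control and 0% = DMSO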
Lmaj promast: Leishmania major promastigote growth inhibition, primary screen; actives 9% (n = 200,000); Leishmania major promastigotes, resazurin fluorescence viability; inhibition, % at 10 µM; in the data active = inhibition above about 50%;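 also: promastigotes grown with compound for 44 hours at 28 °C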
Efa HMGR inh: inhibitors of E. faecalis class II HMGR, primary screen, biochemical, Enterococcus faecalis; actives 0.41% (n = 190,000); inhibition, % at 10 µM; HMG-CoA reductase (Enterococcus faecalis, mvaE); purified E. faecalis HMGR, NADPH absorbance 340 nm kinetic;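 active = inhibition above a set limit, the median over all tested compounds plus 3 SD, cut at about 9.5% in these data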;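 also: enzyme runs in reverse so mevalonate oxidation gives rising NADPH absorbance; 0% = complete reaction with DMSO and 100% = background rate lacking mevalonate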
PMI act hi M6P: human PMI activators, high substrate, primary screen, biochemical, fluorescence intensity, near-saturating mannose 6-phosphate. activation factor at 20 µM. coupled PMI enzyme assay, resazurin fluorescence, 20 min; stronger effect = higher value; 1 = untreated enzyme, 0 = substrate-free blank. Mannose-6-phosphate isomerase (Homo sapiens), P34949. actives 0.34% (n = 190,000);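 active = activation factor of 2 or more at 20 µM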
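Test system: human phosphomannose isomerase with PGI, G6PDH, diaphorase coupling enzymes / Doses: 20 µM compound, 1% DMSO / Times: enzyme reaction with compound 20 min at room temperature / Measured by: Diaphorase-driven resazurin-to-resorufin fluorescence, excitation 544, emission 590 nm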
TNAP inh noacc: human TNAP enzyme inhibitors, primary screen, biochemical, luminescent, no phosphate acceptor, uHTS. Alkaline phosphatase, tissue-nonspecific isozyme (Homo sapiens), P05186. purified TNAP, CDP-star luminescence, 30 min. inhibition, % at 20 µM. actives 0.26% (n = 200,000);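 active = tissue-nonspecific alkaline phosphatase inhibition above about 50% at 20 µM in the single-dose screen, limit read from the data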;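 also: 0% = DMSO negative control and 100% = EDTA positive control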
The depositor's hits bear a star; / = not tested or not shown.

The line under a structure holds: RAM network inh	S1P3 antagonist	TNAP inh hi DEA	PMI act	DTT redox prof	Hsp70 act	Lmaj promast	Efa HMGR inh	PMI act hi M6P	TNAP inh noacc
> NC(=O)c1ccc(NC(=O)COc2ccc([N+](=O)[O-])cc2Cl)cc1
→ 6.4	18	-7	0.9	-0.1	-0.4	11	-9	0.8	-11
> Cc1ccc(N=Nc2[nH]c3ccccc3c2O)cc1
→ 1.5	5	6	1.2	0.0	1.1	-10	-1	1.8	-4
> Cc1ccc(C)c(N2CCN(C(=O)C3CCCN(S(=O)(=O)c4cnc[nH]4)C3)CC2)c1 (stereo unspecified)
→ -0.6	-28	-1	1	-1.2	-0.4	-3	-5	1	-2
> Cc1cnc(C(=O)OCC(=O)Nc2cc(Cl)cc(Cl)c2)cn1
→ 2.7	/	-7	1	-0.2	0.0	-2	-3	1	-16
> COc1ccc(CCNC(=O)CCSc2nc(-c3ccco3)cc(C(F)(F)F)n2)cc1
→ 4.9	-5	-8	1.1	2.0	0.4	-5	-7	1	-6
> O=C(c1cc2ccccc2oc1=O)N(Cc1ccccc1)CC1CCCO1 (stereo unspecified)
→ 0.4	/	0	1.1	0.9	-0.1	5	-5	1	5
> C/C(Nc1ccccc1)=C(/C#N)C(N)=O
→ 1.9	/	-3	1	0.1	-0.2	2	-2	1	-7
> COc1ccc(NC(=O)c2ccc3c(c2)C(=O)N(Cc2cccnc2)C3=O)cc1
→ 1.5	0	-5	1	1.0	-0.5	-4	-7	1	-17
> COc1ccc(NS(=O)(=O)c2cc(NC(=O)Cc3cccs3)ccc2C)cc1
→ 4.2	1	-5	0.8	-0.2	-0.2	18	0	0.8	-10
> CC(c1ccco1)N(C(=O)c1ccccc1NS(=O)(=O)c1cc([N+](=O)[O-])ccc1Cl)c1ccccn1 (stereo unspecified)
→ 2.7	-1	-6	1.2	-0.4	-0.3	51*	-7	1.2	-7
> O=C(CCC(=O)OCC(F)(F)C(F)F)Nc1ccc(Cl)cc1
→ 1.6	-28	-6	1.1	0.1	-0.3	-7	-2	1.1	5
> CCOc1c(Br)cc(CNCc2cccs2)cc1OC
→ 1.7	2	-1	1.1	0.4	-0.5	3	0	1.1	-16
> CC(=O)Nc1ccc(NC(=O)CN(c2ccccc2Cl)S(C)(=O)=O)cc1
→ 0.2	-6	2	1	2.7	-0.5	13	0	1	-10
> O=C(CSc1nnnn1-c1ccc2c(c1)OCO2)NCc1cccs1
→ 0.3	2	0	0.9	1.0	-0.2	15	-4	0.9	0
> COc1ccccc1NC(C)C(=O)N/N=C/c1cccs1 (stereo unspecified)
→ 2.4	-11	-3	1	-0.8	-0.4	3	2	1	-14
> CCOc1ccc(N=Nc2c(=O)[nH]n3c(C)cc(C)nc23)cc1
→ 0.5	11	20	0.9	0.2	-0.2	-8	-5	0.8	48
> CC(C)Oc1c(Br)cc(Br)cc1/C=N/NC(N)=S
→ 2.7	8	-2	1.1	-0.2	-0.2	41	-3	1	11
> Cc1cccc(NC2=C(NCCO)C(=O)c3ccccc3C2=O)c1
→ 1.9	-13	5	0.9	-1.2	-0.3	-7	-6	0.5	3
> CCOC(=O)N1CCC(NC(=O)c2cc(C(=O)Nc3ccc(F)cc3F)ccc2CO)CC1
→ 1.0	-5	-6	0.9	-3.5	-0.3	-2	0	0.9	-13
> COc1cccc(C2=NN(C(=O)c3cccs3)C(O)(C(F)(F)F)C2)c1 (stereo unspecified)
→ -0.2	9	3	0.8	0.6	-0.2	14	-4	0.9	-5
> Cc1cccc(N2CCC(NCc3c(C(=O)N4CCCCC4)nc4c(C)cccn34)CC2)c1
→ 1.9	-9	-5	1	0.2	-0.1	18	-5	1	-5
> Cc1nn(C)cc1CNC(=O)C1C2CCC(O2)C1C(=O)O (stereo unspecified)
→ 0.6	-1	-4	0.9	1.1	-0.3	-4	0	1	-12
> O=C(NCc1cccnc1)C1CC(=O)N(CCc2ccccc2)C1 (stereo unspecified)
→ 1.7	/	-8	1	-1.5	-0.1	-6	3	1	-21
> O=c1c2ccccc2oc2nc3n(c(=O)c12)CCCS3
→ -0.5	11	-4	0.9	0.4	0.0	18	3	1	-6
> CC(Sc1nc2ccccc2[nH]1)C(=O)Nc1ccc2c(c1)OCCO2 (stereo unspecified)
→ -0.1	/	-8	0.9	-3.6	-0.2	12	-5	1	-13
> O=c1c2ccccc2c(-c2ccccc2)nn1Cc1ccc(Cl)cc1
→ 14*	/	0	0.8	3.1	-0.2	4	-4	0.9	1
> Cc1ccc(CC(=O)Nc2ccc(F)c([N+](=O)[O-])c2)cc1C
→ 2.0	-2	-6	1.1	0.0	-0.2	12	-6	1	0
> COC(=O)c1c[nH]n2c(=O)c(Cl)c(C)nc12
→ 2.1	-10	2	1.1	-0.6	-0.3	-3	-2	1	-5
> Cc1ccc(Sc2c(C)[nH]n(C(C)(C)C)c2=O)cc1
→ 3.9	13	-7	0.9	-0.3	0.0	9	-4	1	-11
> N#Cc1c(-c2ccc(Br)cc2)cc(-c2cccnc2)nc1N
→ 1.5	-5	-1	1.1	-0.4	-0.3	4	-1	1	-8
> COc1ccc(-n2ccc(-c3nn(-c4cccc(C(F)(F)F)c4)ccc3=O)n2)cc1
→ 2.7	/	2	1	-0.6	-0.2	-2	-2	0.9	-9
> O=C(c1ccc(Cn2cc(Br)cn2)o1)N1N=C(C(F)F)CC1(O)C(F)F (stereo unspecified)
→ 2.6	/	0	1	0.0	-0.5	2	2	1	-14
> O=C(NCCO)NC(=S)c1ccccc1
→ -0.1	/	-5	1	1.4	-0.4	-7	-3	1	-16
> CC1N(C)c2cc(NC(=O)c3ccco3)ccc2C1(C)C (stereo unspecified)
→ 0.3	11	-8	0.8	0.9	0.1	22	0	0.6	-16
> COc1ccc(-c2nc(CS(=O)CC(=O)NCc3ccc4c(c3)OCO4)c(C)o2)cc1 (stereo unspecified)
→ 0.8	9	-11	1	-2.9	0.1	7	-5	0.9	-17
> N#C/C(=C\c1ccc(-c2ccc([N+](=O)[O-])cc2Br)o1)C(=O)N1CCN(c2ccccc2)CC1
→ 5.6	-1	2	1	1.4	-0.2	-6	0	1.1	-3
> COc1ccc([N+](=O)[O-])cc1NC(=O)c1ccco1
→ 0.5	6	-3	0.9	0.0	-0.3	6	-1	0.9	-4
> COc1cccc(-n2ccnc2SCC(=O)Nc2ccccc2)c1
→ 1.4	3	-4	0.8	2.8	0.5	1	0	1	-10
> COc1cc(C2OC(c3cc(OC)c(OC)c(OC)c3)C(C)C2C)cc(OC)c1OC (stereo unspecified)
→ -0.9	-7	-2	0.9	-0.6	0.2	19	6	1	-5
> COC(=O)c1ccc2c(c1)N(Cc1ccccc1F)C(=O)c1ccccc1S2=O (stereo unspecified)
→ -0.2	27	-4	1	-2.9	-0.3	100*	-11	1	1
> CC(NC(=O)Cc1ccc(F)cc1)c1ccccc1 (stereo unspecified)
→ -0.5	/	-7	1.1	1.1	-0.1	-3	0	1	-12
> Nc1nc(SCC(=O)NN(c2ccccc2)c2ccccc2)n[nH]1
→ 0.9	3	0	1	-0.3	-0.1	-6	-4	1	0
> CC(OC(=O)c1cc2sccc2n1C)C(=O)NCC1CCCO1 (stereo unspecified)
→ 1.2	10	-1	1	0.7	-0.5	-6	0	1	-13
> COc1ccc(-c2nnc(SCC(=O)NCc3cccs3)n2C(C)C)cc1
→ -0.4	/	-3	1	-1.0	-0.2	-5	-2	1	-11
> CCOC(=O)N1CCN(C(=O)c2ccc3c(c2)N(Cc2ccc(C)cc2)CCS3)CC1
→ 2.2	/	-7	0.8	0.0	-0.2	20	0	0.9	-6
> O=C(NC1CCCCC1)C(c1ccncc1)N(C(=O)Cn1nnc(-c2cccs2)n1)C1CCCC1 (stereo unspecified)
→ 3.4	-1	3	1.2	0.0	1.1	-4	-1	1.1	-6
> CCOc1ccccc1C(=O)OCC(=O)Nc1ccc(N2CCCCC2)cc1
→ 0.8	/	-3	1	-0.4	-0.4	-2	-8	1	-6
> COC(=O)c1c(C)[nH]c(C(=O)/C=C/c2cccc(Cl)c2)c1C
→ 5.8	-12	1	0.8	2.6	-0.2	16	-6	0.9	-2
> CCCCCCOc1ccc(NC(=O)CC2C(=O)N(CC)C(=S)N2Cc2ccco2)cc1 (stereo unspecified)
→ 17*	-15	-3	0.9	-0.7	-0.1	66*	-3	0.9	-16
> Cc1ccc(N(Cc2ccc(C(=O)Nc3ccccc3C(=O)NCc3ccco3)cc2)S(C)(=O)=O)cc1C
→ 5.0	/	-2	1	0.0	-0.2	61*	-2	1	-5

Next results follow:
The line under a structure holds: RAM network inh	S1P3 antagonist	TNAP inh hi DEA	PMI act	DTT redox prof	Hsp70 act	Lmaj promast	Efa HMGR inh	PMI act hi M6P	TNAP inh noacc
> CCS(=O)(=O)Nc1c(C(=O)OC)[nH]c2ccccc12
→ -0.2	8	-8	1.1	-1.4	-0.2	-4	-6	1.1	-13
> Cc1ccc(Cn2nnc3c(=O)[nH]c(C4CCN(S(=O)(=O)c5ccccc5)CC4)nc32)cc1
→ 6.9	1	-7	1	-0.2	-0.1	-4	-2	0.9	1
> Cc1ccccc1Nc1c(N)c(=O)oc2ccccc12
→ 2.6	/	1	1	-6.9	-0.1	35	-1	0.9	9
> O=c1c(-c2ccc3c(c2)OCCO3)c(C(F)(F)F)oc2cc(O)cc(O)c12
→ 5.7	/	-7	0.9	1.0	-0.2	-8	2	0.8	-11
> CCOC(=O)c1cc(CC)sc1/N=C/C1=C(O)CC(C)(C)CC1=O
→ 5.2	3	-4	0.8	0.2	-0.5	-2	3	0.9	18
> O=C(CSc1nc2ccccc2c(=O)n1CC1CCCO1)NCC1CCCO1 (stereo unspecified)
→ -0.4	11	-5	1	0.1	-0.2	-6	-8	0.9	-9
> OCCN1CCOCCOCCN(CCO)CCN(CCO)CC1
→ 0.3	/	-5	1	-0.6	0.1	30	0	0.9	-8
> CCn1c(=O)n(CC)c2cc(S(=O)(=O)N3CCOCC3)ccc21
→ -0.9	-3	-5	0.9	0.4	-0.1	-1	-2	0.9	-9
> Cn1c(NC(=O)c2ccccc2)c(-c2cccs2)c(=O)c2ccccc21
→ 3.3	/	-4	0.9	-2.4	-0.4	2	-3	1	-8

An unsorted share of the library. About 12% of those tested had a hit in this group.
